# mcGAS RapidFire: blocks mouse cGAS cGAMP production | Q8C6L5 | recombinant mouse cGAS, cGAMP by RapidFire MS | inhibition, % at 12.5 µM | 0.18% of 130,000 active;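 active = inhibition of cGAS enzyme activity at or above 60%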;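 note: enzyme stimulated by 45 bp dsDNA with ATP and GTP substrates; cGAMP share of summed cGAMP plus half ATP and half GTP signals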
# Target sequence (Q8C6L5 whole entry, looked up): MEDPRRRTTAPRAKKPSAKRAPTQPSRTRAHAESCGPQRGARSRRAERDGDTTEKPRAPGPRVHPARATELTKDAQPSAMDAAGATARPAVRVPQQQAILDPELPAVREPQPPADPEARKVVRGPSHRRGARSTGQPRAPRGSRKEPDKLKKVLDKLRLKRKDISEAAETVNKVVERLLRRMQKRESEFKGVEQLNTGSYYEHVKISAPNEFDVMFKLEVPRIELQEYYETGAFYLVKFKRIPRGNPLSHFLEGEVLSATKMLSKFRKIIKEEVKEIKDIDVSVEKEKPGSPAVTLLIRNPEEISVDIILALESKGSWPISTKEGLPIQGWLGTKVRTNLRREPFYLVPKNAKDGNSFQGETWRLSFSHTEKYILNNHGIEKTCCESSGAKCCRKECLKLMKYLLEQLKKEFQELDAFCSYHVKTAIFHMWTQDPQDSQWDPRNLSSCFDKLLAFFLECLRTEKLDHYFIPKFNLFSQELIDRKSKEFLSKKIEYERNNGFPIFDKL
# An asterisk follows results filed as active; & = joins results of further samples. The list is partial (hit frequency here may not be typical).
SMILES,mcGAS RapidFire
CC(C)CN(Cc1ccsc1)C(=O)CCN1CCCCCC1=O,-34
COCCn1c(CN2CCOCC2)nc2c1c(=O)n(C)c(=O)n2C,-10
Cc1nc(NC(=O)N2CCCC2Cc2c(F)cccc2Cl)oc1C (stereo unspecified),-1
CCC1=NOC(Cn2cnc(-c3ccccc3)c2-c2ncnn2CC)C1 (stereo unspecified),-5
CC(C)(C)c1ccccc1NC(=O)CCC(=O)N1CC=CCC1,-15
Cc1cc2oc3c(c(=O)c2cc1Cl)C(c1ccc(F)cc1)N(c1nccs1)C3=O (stereo unspecified),-4
Cc1nsc(N2CCN(C(=O)c3n[nH]c4c3CCC4)CC2)n1,-14
CCOC(=O)[C@@H](NC(=O)[C@@H](C)c1ccc2cc(OC)ccc2c1)C(C)(C)C,-4
OCc1cn(C2CCN(Cc3ccc(-c4ccn[nH]4)o3)CC2)nn1,6
Cc1ccc(CC2CCCN(Cc3noc(CC(C)C)n3)C2)cc1 (stereo unspecified),-5
Clc1ccc2nc(COc3cccc(-n4cnnn4)c3)cn2c1,-7
CCOC(=O)C1=C(CCl)NC(=O)NC1c1cccs1 (stereo unspecified),-8
O=C(CC1CCCCC1)NCCCn1nc(-c2ccc(Cl)cc2)ccc1=O,5
CCn1ccnc1CN(CC1CCN(C2Cc3ccccc3C2)CC1)CC1CCCO1 (stereo unspecified),-5
Cc1cc(C)c(S(=O)(=O)NCc2cccnc2)c(C)c1,-6
CN=c1scc(-c2ccc(C)cc2)n1N=Cc1ccc(F)cc1,-4
OCC1CCCN(c2ncc(Br)c3ccccc23)C1 (stereo unspecified),-5
COc1ccc(C2CC(=O)C3C(=Nc4ccccc4NC3c3cc(Br)c(O)c(OC)c3)C2)cc1 (stereo unspecified),-12
O=C(CSc1ncn[nH]1)Nc1nonc1-n1cccc1,1
Cc1cc2c(N3CCC4(CC3)CNC(=O)C4)ncnc2s1,-3
CCOC(=O)c1nn(-c2cccc(Cl)c2)c2nnc(C)c(=O)n12,-21
Cn1nnnc1SCCn1ccnc1-c1cnc[nH]1,-9
C=C1C=CC(NC(=S)NC)=CC1,-27
O=C(Nc1ccc(Cn2cccn2)cc1)NC1CCCSC1 (stereo unspecified),-8
Cc1oc(-c2ccccc2Cl)nc1COc1ccc(N2CCOC2=O)cc1,-8
# Next compounds follow.
SMILES,mcGAS RapidFire
Oc1ccc(Oc2ncc(Cl)cc2Cl)cc1,-8
CCCn1ncc(C(=O)N2CCC(=O)N(CC3CC3)C(C(C)C)C2)c1C (stereo unspecified),-43
COc1ccc(Oc2ccc(CNC(=O)C3CCCN(C(=O)N4CCCC4)C3)cn2)cc1 (stereo unspecified),-6
Cc1ccc(CNC(=O)C2CC(=O)N(CC(F)(F)F)C2)cc1 (stereo unspecified),-11
O=S(=O)(c1ccc(OCCOc2ccc(Br)cc2)cc1)N1CCOCC1,-18
COC(=O)CCCN1C(=O)c2cccc3cccc(c23)C1=O,-6
CC(C)n1ncc2c(C(=O)OCCN3CCCC3=O)cc(C3CC3)nc21,9
Cn1c(=O)c2c(nc(NCc3ccco3)n2C)n(C)c1=O,0&3
O=C(NCc1ccc(C(=O)N2CCCC2)cc1)Nc1ccccc1,-6
C#CC(C)(C)OC(=O)c1ccc(OC)cc1,-4
O=S(=O)(CCNS(=O)(=O)c1ccccc1)Nc1ccc(F)cc1F,-4
COc1cn2c(cc1=O)C(=O)N(CCNC(=O)C1CC1)CC2,-10
NC(=O)c1ccsc1NC(=O)CCN1CCC2(CC1)OCCO2,3
CCN1CCC(N(C)C(=O)Nc2cccc(Cl)c2)CC1,-7
Cc1[nH]nc2c1C(c1cc(C(C)C)no1)CC(=O)N2 (stereo unspecified),-5
Cc1ccc(CC2CCCN(C(=O)CSc3ncn[nH]3)C2)cc1 (stereo unspecified),-14
Cc1cc(C)n(CC(C)NC(=O)CC23CC4CC(CC(C4)C2)C3)n1 (stereo unspecified),-8
Cc1cc2oc3c(c2cc1NS(=O)(=O)c1cccs1)CC(C(C)(C)C)CC3 (stereo unspecified),-49
Cc1cccnc1CN(C(=O)CC1C(=O)NCCN1Cc1ccoc1)C(C)C (stereo unspecified),0
Cc1cc(Oc2ccc(C)c(C)c2)nc(SCc2cc(F)ccc2F)n1,-7
COC(=O)C1CC(O)C(N(C)Cc2sccc2C)C1 (stereo unspecified),-1
Clc1ccc(C2C3CSc4ccccc4C3=Nc3nnnn32)cc1 (stereo unspecified),2
CC(NC(=O)CSc1nnc(-c2ccccc2)n1C)c1ccco1 (stereo unspecified),-6
CN1C(=O)c2cccc3c(Cl)ccc(c23)C1=O,9
CCNC(=O)C1(C)CCCN(CC(=O)c2ccc(Cl)cc2Cl)C1 (stereo unspecified),-8
# New compounds follow
SMILES,mcGAS RapidFire
C=C(C)COc1ccccc1C(=O)NC(CC(=O)O)C(F)(F)F (stereo unspecified),-7
CN(Cc1ccccc1O)C(=O)Nc1cnc(C(C)(C)C)nc1,-1
Cc1nc(Cc2nnc(SCc3nc4ccsc4c(=O)[nH]3)o2)cs1,44
CCN(Cc1noc(C)n1)C(=O)CCn1c(C)cc2ccccc21,1
CCOC(=O)C1(C)CCN1C(=O)c1ccc(OC)c(C(F)(F)F)c1 (stereo unspecified),8
NC(=O)[C@H](Cc1ccccc1)NC(=O)c1c2c(nc3ccccc13)-c1ccccc1CC2,-5
Cc1c(CNC(=O)C2CC3(CCNCC3)CN2)oc2ccccc12 (stereo unspecified),-7
CN1C(=C2Sc3ccccc3C2=O)C(C)(C)c2ccccc21,-23
CN(Cc1ccccc1-n1c(=S)[nH]c2ccccc2c1=O)C1CCCCC1,6
O=c1c(-c2cccs2)[n+]([O-])c2ccccc2n1OCc1ccco1,2
CC(C)(C)c1nn2cnnc2n(/N=C\c2ccc3c(c2)OCO3)c1=O,-8
COc1ccccc1N=P(c1ccccc1)(N1CCCCC1)C(C)(C)C (stereo unspecified),18
COc1cc([N+](=O)[O-])cc2c1NC(c1ccccc1Cl)C1CC=CC21 (stereo unspecified),3
O=C1CCN(C(=O)c2cc3cn(Cc4cccs4)cc3cn2)CCN1,2
COc1cc(OC)c(CCNC(=O)C2(C#N)CCCCC2)c(OC)c1,-2
Cc1cccc(NC(=O)Cc2cccc(F)c2)n1,3
Cn1c(=O)[nH]c(=O)c2c1nc(N1CCN(Cc3ccccc3)CC1)n2Cc1ccccc1F,2
Cc1cc(C)c(NC(=O)c2cccnc2)c(Cl)c1,-13
Cn1ccc(C(=O)Nc2cc(F)ccc2N2CCCCC2)cc1=O,-2
CCc1nn(-c2ccccc2)c(NC(=O)c2cnccn2)c1C,-9
Cc1cc2nc(CNC(=O)c3cnn4c3CCCC4)[nH]c2cc1C,-27
CC(C)c1cc(C2CCN(C(=O)Cn3nc4ccccc4n3)CC2)[nH]n1,-20
O=C(/C=C/c1ccccn1)N1CCCC(Nc2ccc3c(c2)OCCO3)C1 (stereo unspecified),-10
CCc1nc(CN(C)CCc2cccs2)cs1,-10
COc1ccc(OC)c(S(=O)(=O)n2ccnc2)c1,6
# The listing continues.
SMILES,mcGAS RapidFire
Cc1cc(Cn2ccnc2-c2ccc3c(c2)CC(C)(C)O3)no1,-4
c1nc(Sc2n[nH]c(C3CCCO3)n2)c2c3c(sc2n1)CCC3 (stereo unspecified),-2
O=C(c1ccc(S(=O)(=O)C(F)F)cc1)N1CCN(S(=O)(=O)c2ccccc2)CC1,13
CCOc1ccc(OCCCOc2ccc(Cl)cc2)cc1,-3
COC(=O)C1C(=O)c2c([nH]c(C(=O)OCCOC(C)C)c2C)CC1C (stereo unspecified),-8
CNC(=O)c1cccc(CS(=O)(=O)NC(C)(C)C)c1,8
Cc1noc(C)c1CC(=O)N(Cc1ccccn1)c1ccc(Cl)cc1,1
O=c1oc2ccccc2cc1-c1nnc(Nc2ccc(Oc3ccc(Cl)c4ccccc34)c(Cl)c2)s1,-11
CC(C1CC1)N(C)C(=O)C1CC(=O)N(c2ccc3c(c2)CCC3)C1 (stereo unspecified),-5
CCOC(=O)c1nn(-c2ccc(C)cc2)c(=O)cc1NCc1cccc(OC)c1,2
Cc1ccc(C(=O)Cn2c3c(sc2=N)CCCC3)cc1,6
C=CC[C@@H]1CC=C[C@@H](CC=C)N1C(=O)c1onc2ccccc12,-21&-10
N#CC(NC(=O)CC(F)(F)F)c1ccc(Cl)c(Cl)c1 (stereo unspecified),-11
CN=c1scc(-c2ccc(-c3ccccc3)cc2)n1N=Cc1ccc2c(c1)OCO2,-3
COc1ccc(-n2ccnc2-c2nccn2CCN(C)C)cc1,-5
Cc1noc(CSc2ccccc2C(=O)Nc2cccc(C#N)c2)n1,-2
COCCS(=O)(=O)NC(c1ccc(C(C)C)cc1)C(C)C (stereo unspecified),-7
Fc1c(F)c(F)c(Sc2nnc(-c3cccs3)n2CC2CCCO2)c(F)c1F (stereo unspecified),-1
Cc1cncc(NC(=O)c2ccc(CN3CCCC(C(N)=O)C3)cc2)c1 (stereo unspecified),-8
COc1c(C(=O)N2CCN(C(C)C(F)(F)F)CC2)c(C)nn1C (stereo unspecified),-8
O=c1[nH]c(CN2CCCCCCC2)nc2sc3c(c12)CCCC3,-3
CCOC(=O)c1c(-c2ccccc2)cc(-c2ccccc2)sc1=O,-13
COC(=O)c1cc(OCC(=O)Nc2ccon2)cc(C(=O)OC)c1,-7
Cc1sc(-c2ccco2)nc1C(=O)N1CCCC(O)(C(F)(F)F)C1 (stereo unspecified),-9
CCCn1c(S(=O)(=O)CC(=O)Nc2ccc(Cl)cc2F)n[nH]c1=O,-3

# Looked up by compound from the list above:
SMILES,mcGAS RapidFire
Cc1noc(CSc2ccccc2C(=O)Nc2cccc(C#N)c2)n1,-2
CCOC(=O)c1nn(-c2ccc(C)cc2)c(=O)cc1NCc1cccc(OC)c1,2

# Some values from the list.
# Value for CN=c1scc(-c2ccc(-c3ccccc3)cc2)n1N=Cc1ccc2c(c1)OCO2 in mcGAS RapidFire: -3
# Value for Cc1noc(C)c1CC(=O)N(Cc1ccccn1)c1ccc(Cl)cc1 in mcGAS RapidFire: 1
# Value for c1nc(Sc2n[nH]c(C3CCCO3)n2)c2c3c(sc2n1)CCC3 (stereo unspecified) in mcGAS RapidFire: -2

# The results go on:
SMILES,mcGAS RapidFire
O=C1c2oc3ccc(Cl)cc3c(=O)c2C(c2ccccn2)N1c1ccccn1 (stereo unspecified),-5
CC(C)c1ccc(CN(CCCC(=O)NC(N)=O)C2CC2)cc1,-1
Cc1ccc2nc(-c3ccco3)nc(Cl)c2c1,4
O=C(c1ccoc1)N1CCC2(CCCN(CCCc3ccccc3)C2)C1 (stereo unspecified),-8
C=CCn1c(COc2cc(C)ccc2C(C)C)nnc1SCC(=O)NC(=O)NC,8
Cc1cc(C)cc(NC(=O)CC(=O)NCCNc2cccnc2)c1,-25
CCc1cc(CN(C)Cc2ccc(C(C)=O)cc2)on1,-17
CCOc1ccccc1OCCOc1ccc(Cl)cc1C,-4
c1ccc(Oc2cccc(Oc3ccccc3)n2)cc1,5
CC1(C)CC2(C)OC(=O)C(Cc3cnc[nH]3)N2C(=S)N1 (stereo unspecified),1
CC(c1ccon1)N(C)C(=O)c1cnn(Cc2ccccc2)c1 (stereo unspecified),-19
CC1CCCN(c2cc(C(=O)NCC3CCCO3)c3ccccc3n2)C1 (stereo unspecified),-5
Cc1cccc(S(=O)(=O)NC(=O)C2(C)CCN2C(=O)Cc2ccc(-c3ccccc3)cc2)c1 (stereo unspecified),-7
COc1ccc(C2Sc3ccccc3N(CCN(C)C)C(=O)C2OC(C)=O)cc1 (stereo unspecified),-10&2
Cc1cccc(OCCN(C)C(=O)/C=C/c2ccc3c(c2)OCO3)c1,-7
Cc1onc(-c2ccccc2Cl)c1C(=O)N1CCC(C(N)=O)CC1,-4
CN(Cn1cc(Cl)cn1)C1CCN(C(=O)OC(C)(C)C)CC1,-8
N#CCOc1ccc(NC(=O)Cc2ccc(Cl)cc2)cc1,-4
CCOc1cc2c(cc1NC(=O)c1cc(C(=O)OC)cc([N+](=O)[O-])c1)OC(C)C2 (stereo unspecified),-9
CC(=O)c1cn(CCOc2ccc(Cl)cc2)c(=O)n(C)c1=O,-1
CC(C)c1nn(CC(=O)NC2CCCC2)c(=O)c2c1cnn2-c1ccccc1,-2
CN(Cc1c(F)cccc1Cl)C(=O)C1CC(=O)N(CCc2ccccc2)C1 (stereo unspecified),1
CSc1ncc(CN2CCC(CCC(=O)NCc3cccnc3)CC2)cn1,-5
Cc1nnsc1CN(C)CC(O)CO (stereo unspecified),-19&2
O=C(NCc1ccsc1)NC1CCN(c2ccccc2)C1 (stereo unspecified),-9
Cc1nc2nc3ccn(CCCN4CCOCC4)c(=O)c3c(-c3ccccc3)n2n1,-10
CO[C@H]1CN(C(=O)c2cc3ccccc3[nH]2)CC[C@H]1N,-10
N#Cc1ccccc1COC(=O)c1ccc(CC2CC(=O)NC2=O)cc1 (stereo unspecified),-6

# In the list so far, these contain an NH in an aromatic ring.
SMILES,mcGAS RapidFire
Cc1nsc(N2CCN(C(=O)c3n[nH]c4c3CCC4)CC2)n1,-14
OCc1cn(C2CCN(Cc3ccc(-c4ccn[nH]4)o3)CC2)nn1,6
O=C(CSc1ncn[nH]1)Nc1nonc1-n1cccc1,1
Cn1nnnc1SCCn1ccnc1-c1cnc[nH]1,-9
Cc1[nH]nc2c1C(c1cc(C(C)C)no1)CC(=O)N2 (stereo unspecified),-5
Cc1ccc(CC2CCCN(C(=O)CSc3ncn[nH]3)C2)cc1 (stereo unspecified),-14
Cc1nc(Cc2nnc(SCc3nc4ccsc4c(=O)[nH]3)o2)cs1,44
CN(Cc1ccccc1-n1c(=S)[nH]c2ccccc2c1=O)C1CCCCC1,6
Cn1c(=O)[nH]c(=O)c2c1nc(N1CCN(Cc3ccccc3)CC1)n2Cc1ccccc1F,2
Cc1cc2nc(CNC(=O)c3cnn4c3CCCC4)[nH]c2cc1C,-27
CC(C)c1cc(C2CCN(C(=O)Cn3nc4ccccc4n3)CC2)[nH]n1,-20
c1nc(Sc2n[nH]c(C3CCCO3)n2)c2c3c(sc2n1)CCC3 (stereo unspecified),-2
COC(=O)C1C(=O)c2c([nH]c(C(=O)OCCOC(C)C)c2C)CC1C (stereo unspecified),-8
O=c1[nH]c(CN2CCCCCCC2)nc2sc3c(c12)CCCC3,-3
CCCn1c(S(=O)(=O)CC(=O)Nc2ccc(Cl)cc2F)n[nH]c1=O,-3
CC1(C)CC2(C)OC(=O)C(Cc3cnc[nH]3)N2C(=S)N1 (stereo unspecified),1
CO[C@H]1CN(C(=O)c2cc3ccccc3[nH]2)CC[C@H]1N,-10

# Compound activity deposited in PubChem by Fisher Drug Discovery Resource Center.
